Bioassay records (PubChem BioAssay)
D1 antag = antagonists of human D1 dopamine receptor | P21728 | HEK293 TREx D1 cells, calcium flux, dopamine EC80; hits give low values | activity change, negative = inhibition, % at 10 µM | 360,000 tested, 3.2% active; in the data active means activity change below about -30%; further: on the % scale 0 is the no-effect control and ±100 the full control effect
Target sequence (P21728 whole entry, looked up): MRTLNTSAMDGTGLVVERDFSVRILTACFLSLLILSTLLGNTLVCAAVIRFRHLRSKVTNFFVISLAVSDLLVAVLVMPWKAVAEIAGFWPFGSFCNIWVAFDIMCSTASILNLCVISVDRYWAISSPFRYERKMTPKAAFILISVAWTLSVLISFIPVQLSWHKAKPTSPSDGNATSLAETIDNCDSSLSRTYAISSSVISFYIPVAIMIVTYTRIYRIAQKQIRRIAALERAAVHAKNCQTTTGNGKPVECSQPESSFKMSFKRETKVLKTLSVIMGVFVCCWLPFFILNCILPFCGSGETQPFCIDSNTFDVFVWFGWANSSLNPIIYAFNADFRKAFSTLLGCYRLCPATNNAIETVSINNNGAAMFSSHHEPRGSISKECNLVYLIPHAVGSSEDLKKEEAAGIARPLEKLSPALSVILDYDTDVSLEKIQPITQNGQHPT
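Compound effects on dopamine-evoked calcium signalling were measured in tetracycline-induced HEK293 Trex D1 cells. Dopamine at EC80 followed a 180 s compound pre-read, and fluorescence was tracked kinetically for 180 s more.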
Glioma ERSR ind = inducers of ER stress response in human glioma cells; 420,000 tested, 0.02% active; Potency, µM, without a hit: top-dose activation, most hits filed as activators; AID 602332; U87-MG GRP78 promoter luciferase reporter, 16 h; further: potency means the concentration at half of the fitted maximal effect; series mostly up to about 76 µM; % of control where 0% means no effect; nearly all actives have a fitted effect of over 35% in size
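Stably transfected U87-MG glioma cells carrying a GRP78-based luciferase sensor; 16 h compound incubation. Luminescence end-point read 10 min after Bright-Glo addition at room temperature.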
D1 potentiator = human D1 dopamine receptor positive modulation. potentiation, % at 10 µM. AID 504651. 360,000 tested, 0.036% active. HEK293 TREx D1 cells, calcium flux, dopamine EC20 potentiation. P21728; in the data active means potentiation above about 30%; further: 0% is about no effect
Vif-A3G inh = blocks the Vif interaction with human APOBEC3G; 410,000 tested, 0.076% active; Potency, µM (titrated, usually from 46.1 µM), for inactives: at the top dose activity, negative = active, usual class: inhibitors; HeLa A3G-eYFP + Vif (tagged APOBEC3G with the HIV-1 protein that degrades it), YFP fluorescence, overnight;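 further: potency means the concentration at half of the fitted maximal effect; on the % scale 0 is the no-effect control and ±100 the full control effect; nearly all actives have a fitted effect of over 60% in size; hits raise eYFP signal because A3G escapes Vif-driven loss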
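Read-out is eYFP fluorescence (Ex 488/Em 500-530) from Vif-expressing HeLa A3G-eYFP cells; more signal means A3G escaped Vif-mediated degradation. Cells plated overnight, compound pinned in, incubated overnight at 37 deg C.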
D1 agonist = agonists of human D1 dopamine receptor | activation, % at 2 µM | P21728 | 360,000 tested, 1% active | HEK293 T-REx D1 cells, calcium flux, agonist mode; in the data active means activation above about 30%; further: 0% is about no effect
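Agonism was scored from calcium flux recorded over 180 s (1 read/s) after pintool compound addition, following a 10-cycle baseline. Cells were inducible force-coupled HEK293 TREx D1, plated overnight at 30 C and loaded with no-wash calcium dye.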
Vif-APOBEC3F blk = inhibitors of Vif-A3F interaction | HeLa A3F-eYFP + Vif (tagged APOBEC3F with the HIV-1 protein that degrades it), YFP fluorescence increase | Potency, µM (doses to about 46.1 µM), for inactives: at the top dose activity, negative = active | 390,000 tested, 0.2% active | AID 602313; further: potency means the concentration at half of the fitted maximal effect; % of control where 0% means no effect; nearly all actives have a fitted effect of over 65% in size
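HeLa cells stably expressing Vif plus C-terminally eYFP-tagged A3F were seeded, incubated overnight at 37 deg C, dosed with compound, incubated overnight again at 37 deg C. Yellow fluorescence (Ex 488/Em 500-530) reported blocked Vif-mediated A3F-eYFP degradation.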
D2 PAM = positive allosteric modulators of human D2 dopamine receptor. P14416. potentiation, % at 10 µM. 340,000 tested, 0.34% active. HEK293 T-REx D2, calcium flux, EC20 dopamine potentiation. AID 485347;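 active means potentiation over 3 SD above the plate norm, cut at about 30% in these data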; further: 0% is about no effect
Target sequence (P14416 whole entry, looked up): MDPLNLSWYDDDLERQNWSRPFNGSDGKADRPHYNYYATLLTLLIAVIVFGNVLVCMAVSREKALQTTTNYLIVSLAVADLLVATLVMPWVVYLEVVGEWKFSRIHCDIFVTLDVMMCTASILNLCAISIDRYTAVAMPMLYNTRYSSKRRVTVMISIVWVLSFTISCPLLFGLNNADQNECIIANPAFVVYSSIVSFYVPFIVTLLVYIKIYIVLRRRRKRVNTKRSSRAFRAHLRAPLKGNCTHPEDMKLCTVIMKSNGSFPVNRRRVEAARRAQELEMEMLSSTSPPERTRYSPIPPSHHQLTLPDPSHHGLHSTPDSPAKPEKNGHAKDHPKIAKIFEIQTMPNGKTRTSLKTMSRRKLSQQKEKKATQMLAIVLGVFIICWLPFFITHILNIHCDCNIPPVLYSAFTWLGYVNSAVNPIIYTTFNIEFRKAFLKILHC
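Potentiation of an EC20 dopamine calcium response is measured in a force-coupled, tetracycline-inducible Hek293 Trex D2 line. Compound-only kinetic reads over 180 s flag agonists before dopamine addition.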
RXFP1 antagonist = antagonists of human relaxin receptor RXFP1; Q9HBX9; HEK293-RXFP1, relaxin-stimulated cAMP HTRF, 30 min; hits give low values; activity change, negative = inhibition, % at 57.5 µM; 350,000 tested, 0.59% active; AID 1259400;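 active means activity change of -60% or lower, but not beyond a set lower limit; inconclusive means change between -60% and -40%, or beyond the set limit; inactive means change above -40%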; further: on the % scale 0 is the no-effect control and ±100 the full control effect
RXFP1 agonist = activates the human relaxin receptor RXFP1. Potency, µM (highest dose often 57.5 µM), inactives show at the top dose activation, hits mostly activators. 370,000 tested, 0.3% active. HEK293T-RXFP1 cAMP TR-FRET, 30 min; response scale: percent of porcine relaxin response, buffer zero. Q9HBX9; further: potency means the concentration at half of the fitted maximal effect; on the % scale 0 is the no-effect control and ±100 the full control effect; nearly all actives have a fitted effect of over 60% in size; many of its hits are not listed in these tables
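HEK293 cells stably expressing RXFP1, treated 30 min at 37C with compounds plus PDE4 inhibitor Ro 20174; cAMP measured by HTRF TR-FRET. Normalized to buffer and 29 nM porcine relaxin; EC50 by Hill fit.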
* marks the source's active call; other numbers are inactive results; ? = inconclusive; . = not tested or not shown; & = joins results of further samples. Unless noted, the call rests on the fitted dose curve; in most records, active means well fitted curve in the direction sought with a large enough effect; inconclusive means small, poorly fitted or top-dose-only effect, or another doubt; inactive means no such curve, though single readings can be large; an effect the other way counts as inactive or inconclusive. An excerpt (hit frequency here may not be typical).

SMILES	D1 antag	Glioma ERSR ind	D1 potentiator	Vif-A3G inh	D1 agonist	Vif-APOBEC3F blk	D2 PAM	RXFP1 antagonist	RXFP1 agonist
Cc1cc(C)c(C(=O)c2ccc(C(=O)NC(C)(C)C)cc2)c(C)c1	8	-1%	-4	2%	2	-6%	0	5	-0.1%
Cc1cc(C)c(OCC(=O)OCC(=O)NCc2ccco2)c(C)c1	.	-6%	.	-6%	.	-3%	.	-4	.
Nc1nc(N)nc(C2C=CCCC2)n1 (configuration not stated)	.	-1%	.	0%	.	1%	.	-6	.
CCC(NC(=O)c1cc(COc2ccc(C)nc2)on1)c1ccc(C)cc1 (configuration not stated)	6	-2%	-2	1%	-1	2%	5	-5	-3.3%
NS(=O)(=O)c1cccc(NC(=O)Cn2nc(C(=O)O)c3ccccc3c2=O)c1	7	-4%	.	7%	10	5%	2	-21	2.5%
CCOc1cc(CNCCCN2CCOCC2)cc(Cl)c1OCC(=O)NC(C)(C)C	-4	-8%	-6	5%	3	5%	12	2	1.1%
N=C1c2ccccc2CN1NC(=O)c1cccc(S(=O)(=O)N2CCCCC2)c1	11	-3%	3	-2%	0	13%	-7	-3	0.0%
O=C(O)c1nsc(Cl)c1Cl	3	-4%	2	3%	1	2%	-3	-4	0.7%
COc1cccc(NC(=O)CCN2C(=O)c3ccc([N+](=O)[O-])cc3C2=O)c1	-9	-1%	-8	-1%	1	-5%	-7	4	-2.9%
Cc1cc(C)n(CCC(=O)N2CCCC(N3CCN(c4cccc(Cl)c4)CC3)C2)n1 (configuration not stated)	-8	-2%	7	1%	4	-1%	5	-7	-0.5%
O=C(Nc1ccc(Nc2ccccc2)cc1)c1ccc(Cl)c([N+](=O)[O-])c1	-28	-10%	-6	-7%	4	4%	1	-12	-1.1%
CC1=CC(=O)C=C(C)C1=NOC(=O)/C=C\c1ccccc1	7	-1%	-6	-2%	0	-16%	4	-2	-1.9%
COc1ccc2[nH]c(CN3CCN(CC(C)C)C(CCO)C3)c(C)c2c1 (configuration not stated)	-11	-2%	5	-1%	7	-10%	-10	-9	2.4%
Cc1c(C#N)c2ccccc2n1CC(=O)NC(C)c1ccccc1 (configuration not stated)	-13	-1%	-4	0%	6	2%	-4	5	0.2%
Nc1ccc2c(c1Br)Cc1ccccc1-2	.	2%	.	-3%	.	-4%	.	-4	.
CCn1c(SCC(=O)Nc2nc(C)c(C)s2)nnc1-c1cccs1	-12	-5%	-1	-6%	1	5%	-8	-3	0.3%
Nc1ccccc1C(=O)Nc1nccs1	-10	3%	-4	-8%	1	-7%	1	-9	2.2%
CN(C)c1ccc(C(=S)N2CCN(c3ccc([N+](=O)[O-])cc3)CC2)cc1	-32*	0%	-4	-2%	1	-27%	11	-8	0.1%
CCC1=C2CC[C@H]3C(=O)N(c4ccccc4)C(=O)[C@H]3[C@H]2[C@@]2(C)C(=NCC3CC3)OC(=O)N2C1=O	36	0%	-4	-3%	3	5%	8	.	0.2%
CC(C)(C)OC(=O)NCCc1n[nH]c(=S)o1	-1	0%	-4	0%	3	2%	-8	-11	-3.9%
CCCCOC(=O)c1ccc(NC(=O)C(=O)NCc2ccncc2)cc1	-19	-2%	-6	1%	10	-5%	6	.	-1.0%
CCc1ccc2c(CN3CCc4ccccc43)cc(=O)oc2c1	-3	6%	0	2%	0	-6%	2	-6	4.3%
CCOC(=O)c1cccc(NC(=O)COc2ccc([N+](=O)[O-])cc2)c1	.	-4%	.	-1%	.	-3%	.	9	1.1%
Cc1cc(C)cc(C(=O)NCC(=O)OCC(=O)N2CCCC2)c1	.	-7%	.	-1%	.	7%	.	8	.
CCOC(=O)c1ccc(-n2c(C)nc3c(cnn3-c3ccccc3Cl)c2=O)cc1	-3	-2%	1	0%	1	5%	17	5	0.0%
CC(=O)Nc1cccc(C(=O)NCc2ccc3c(c2)CCN3C(C)=O)c1	-7	-1%	0	5%	1	14%	6	4	-1.5%
Cc1ccc(C(=O)OCC(=O)NCc2cccs2)c(C)c1	-7	9%	-1	2%	1	12%	-6	12	0.4%
COc1ccc2nc(C)[nH]c(=O)c2c1	3	-9%	0	-10%	2	-7%	-1	-7	3.5%
O=C(Nc1ccc2c(c1)CN(Cc1ccc(CO)o1)CC2)c1ccc(C(F)(F)F)cc1	-1	1%	-4	1%	0	-25%	30	-13	-0.6%
O=C(/C=C/c1ccccc1[N+](=O)[O-])OCC(=O)N1CCCC1	-6	-3%	-1	-2%	1	1%	13	11	-1.2%
CCN1CCN(c2nc3c(c(=O)[nH]c(=O)n3C)n2CCCSc2ncccn2)CC1	10	0%	3	2%	4	-3%	-7	6	12%
COc1ccccc1OCCNc1cc(N2CCOCC2)ccc1[N+](=O)[O-]	-30	2%	5	-1%	2	-2%	11	-4	-0.7%
O=c1c2ccccc2sn1-c1ccc(S(=O)(=O)N2CCCC2)cc1	-6	2%&2%	-3	-5%&4%	12	-2%	13	-34	-0.4%
CCOc1cccc2sc(=NC(=O)c3ccc(S(=O)(=O)N4CCOCC4)cc3)n(C)c12	0&-10	-3%&-6%	0&-9	2%&-3%	-1&0	-6%&0%	6&1	-6	0.0%&2.7%
CSCC[C@H](NC(=O)[C@@H]1Cc2ccccc2CN1)C(=O)NC1CCCC1	-13	0%	0	-11%	3	2%	0	-5	-0.5%
C=CCn1c(NCc2ccc(OC)cc2O)nc2ccccc21	-8	4%	-7	1%	5	1%	4	-4	0.0%
COc1ccc(NC(C)=O)cc1NC(=O)CN1CCN(C(=O)c2ccco2)CC1	-25	-3%	-2	1%	2	2%	-9	0	1.2%
CCCNC(=O)COc1nc2ccccc2nc1N1CCOCC1	1	-5%	-4	2%	3	6%	10	.	1.4%
CCOC(=O)COc1ccc(/C=C2/SC(=Nc3ccccc3)N(Cc3cccnc3)C2=O)cc1OC	27	?	-6	-3%	4	4%	3	-20	0.1%
O=C(CN1CCCC1)N1CCCC(c2ccc(F)cc2)c2ccc(F)cc21 (configuration not stated)	-4	0%	-1	2%	5	1%	-8	-12	3.0%
O=C(COC(=O)c1ccccc1Nc1ccccc1)NCc1ccco1	-1	-6%	2	0%	3	-7%	-3	-6	3.4%
Cc1cc2oc(=O)cc(CN3CCN(S(=O)(=O)c4ccc5c(c4)OCCO5)CC3)c2cc1C	-6	-2%	1	2%	4	0%	10	-2	0.9%
Cc1cccc2c1nc(-c1ccccc1)n1cnnc21	1	-4%	-6	3%	-1	-4%	.	-5	1.4%
CCOC(=O)/C(O)=C/c1ncc(C(F)(F)F)cc1Cl	34	-2%	0	0%	5	-12%	3	-4	1.8%
CC(C)CCSc1nnc2n(-c3ccccc3)c(=O)c3c4c(sc3n12)CC(C)CC4 (configuration not stated)	9	-5%	0	-3%	-1	-1%	-2	5	0.7%
Cc1ccc(Oc2ccc3c(c2)C(=O)N(c2ccc(S(=O)(=O)Nc4nccs4)cc2)C3=O)cc1	-3	-4%	-2	0%	0	-4%	2	-107*	0.2%
COc1cccc2cc(-c3csc(CCn4nc(C)cc4C)n3)c(=O)oc12	-13	6%	14	-7%	4	-6%	2	-6	5.2%
CCN(CC)S(=O)(=O)c1cccc(NC(=O)CN(C)C2CCCCC2)c1	5	-7%	8	0%	0	5%	-8	-15	2.7%
Cn1c(/C=N/NC(=O)c2ccccc2Br)nc2ccccc21	-18	0%	0	0%	1	-1%	9	15	1.9%
O=C(N[C@@H](Cc1c[nH]c2ccccc12)C(=O)O)C1CCN(S(=O)(=O)c2ccc(Cl)cc2)CC1	-3	0%	.	0%	4	6%	1	2	2.5%

Next records follow:
SMILES	D1 antag	Glioma ERSR ind	D1 potentiator	Vif-A3G inh	D1 agonist	Vif-APOBEC3F blk	D2 PAM	RXFP1 antagonist	RXFP1 agonist
C[C@@H](C(=O)NCCCCCC(=O)O)n1nnc2ccccc2c1=O	7	0%	-1	2%	1	1%	0	-4	11%
CN(CC(=O)N1CCN(c2ccccn2)CC1)S(=O)(=O)c1ccc(Cl)cc1	-1	0%	-4	0%	14	13%	11	-11	1.5%
O=C(CC1Sc2ncnn2C1=O)Nc1ccc(Br)cc1 (configuration not stated)	-4	-1%	0	-1%	1	-17%	-5	5	1.6%
CCCCNc1oc(-c2cccs2)nc1S(=O)(=O)c1ccccc1	-9	-4%	-6	0%	1	-4%	-2	5	2.9%
COc1cccc(-c2ncc3ccccn23)c1	24	-1%	-4	-12%	-2	-2%	12	-7	0.5%
COC(=O)c1[nH]c2cccc(C)c2c1NC(=O)CN1CCN(c2ccccc2OC)CC1	8	-5%	20	-5%	4	-2%	-22	1	1.3%
CC(C)(C)NC(=O)NC12CC3CC(CC(C3)C1)C2	-2	-3%	0	0%	4	6%	5	0	2.7%
CC(C)CCN1C(=O)c2ccccc2CC1(C)C(=O)NC1CCCCC1 (configuration not stated)	-4	.	-4	.	-1	.	.	-11	-0.9%
O=C(NNC(=O)c1ccncc1)Nc1ccc(Cl)cc1	.	-4%	.	-1%	.	-11%	.	-7	.
COC1=C(c2ccccc2)C(=O)c2ccccc2C1=O	-4	-3%	2	-8%	3	1%	5	7	2.3%
CN(CC(=O)Nc1ccccc1Cl)C(=O)c1ccc(N2CCCCCC2)c([N+](=O)[O-])c1	-1	-3%	-4	6%	1	1%	-3	2	-1.7%
Cc1ccc(OCCNC(=O)c2ccc3c(c2)OCO3)cc1	-10	2%	0	0%	1	3%	-6	-1	0.1%
CCOC(=O)Cn1c(=O)n(CC2CCCO2)c2nc(-c3ccc(C)cc3)nc(C(N)=O)c21 (configuration not stated)	12	-4%	0	1%	6	-1%	5	.	1.3%
CC(C)(C)N(Cc1ccccc1)C(=O)COC(=O)C1CC(=O)N(Cc2ccccc2)C1 (configuration not stated)	.	-5%	.	-1%	.	18%	.	-5	.
